Screens: PubChem, several laboratories
DAX1 inh-1: blocks DAX1 repression of SF-1 activated StAR promoter. 370,000 compounds, 1.1% hits. HEK293T StAR-luciferase reporter, SF-1/DAX-1 repression relief. AID 652010. inhibition, % at 6.8 µM;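 active = inhibition above the mean over all tested compounds plus 3 SD, cut at about 3.6% in these data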;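 also: 0% = DAX-1 cells with DMSO and 100% = cells lacking DAX-1 with DMSO; higher inhibition means more luminescence from relief of DAX-1 repression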
NPR1 activator: GC-A (human) enzyme activation | P16066 | HEK293 GC-A cells, cGMP TR-FRET, EC30 ANP; 0% at EC30 ANP, 100% saturating ANP | activation, % at 10 µM | 370,000 compounds, 0.14% hits; in the data active = activation above about 40%
hgDAF-12 ag: hgDAF-12 agonism, primary luciferase screen | HEK293 GAL4-hgDAF12 UAS-luciferase reporter, agonist luminescence; normalized to butyrate control | activation, % at 6.8 µM | 370,000 compounds, 1.8% hits;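 active = activation above a cutoff set at the mean of all screened compounds plus 3 SD, cut at about 10% in these data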;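 also: 0% = DMSO wells and 100% = sodium butyrate wells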
hcDAF12 agonist: activates DAF-12 receptor from parasite H. contortus; HEK293 hcDAF-12 lit1-tk-luc reporter, luminescence; 0% DMSO, 100% Δ7-dafachronic acid; activation, % at 6.8 µM; 370,000 compounds, 1.4% hits; AID 652067;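 active = activation above the mean of all tested compounds plus 3 SD, cut at about 5.5% in these data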;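 also: 100% = response to 3 µM Δ7-dafachronic acid high control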
DAX1 inh-2: NR0B1 (DAX1) inhibition. P51843. inhibition, % at 6.75 µM. 340,000 compounds, 0.99% hits. HEK293 Gal4-DAX1 luciferase reporter, luminescence. AID 504766;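 active = inhibition above the mean over all tested compounds plus 3 SD, cut at about 4.2% in these data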;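 also: 0% = DAX1-transfected cells with DMSO and 100% = empty-vector control cells with DMSO; inhibition shows as a rise in luminescence from relieved DAX1 repression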
Target sequence (P51843 207-470 limits assumed): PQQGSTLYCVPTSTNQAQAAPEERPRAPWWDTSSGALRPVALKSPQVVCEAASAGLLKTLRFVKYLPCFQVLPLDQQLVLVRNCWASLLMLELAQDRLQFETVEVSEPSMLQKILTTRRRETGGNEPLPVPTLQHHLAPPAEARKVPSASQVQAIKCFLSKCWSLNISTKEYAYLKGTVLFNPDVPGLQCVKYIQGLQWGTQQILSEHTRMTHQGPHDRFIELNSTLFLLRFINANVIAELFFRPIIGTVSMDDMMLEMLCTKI
NPR2 activator: GC-B (human) receptor activation | P20594 | HEK293-GC-B cells, CNP EC30, cGMP TR-FRET; 0% at EC30 CNP, 100% saturating CNP | 370,000 compounds, 0.11% hits | activation, % at 10 µM;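 active = activation at 10 µM reaching about 35% in either raw or pattern-adjusted values, limit read from the data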
GAA850 FXN act: increases GAA850 frataxin promoter reporter activity. AID 540364. activation, % at 6 µM. HEK293 lucGAA850 FXN promoter luciferase reporter, 24 h; percent of 10 µM SAHA response. 360,000 compounds, 0.56% hits;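 active = activation above the average of all compounds screened plus 3 SD, cutoff fixed separately per campaign, cut at about 7.5% in these data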;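 also: 0% = DMSO wells and 100% = 10 µM SAHA wells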
proKLK7 act: proKLK7 (human) activation, primary screen; P49862; purified proKLK7, EDANS-DABCYL substrate fluorescence; 100% is mature enzyme control, 0% vehicle; activation, % at 7 µM; 370,000 compounds, 0.9% hits; AID 652039;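 active = activation above the mean of all tested compounds plus 3 SD, computed per campaign excluding outliers beyond control limits, cut at about 13% in these data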
Target sequence (P49862 whole entry, looked up): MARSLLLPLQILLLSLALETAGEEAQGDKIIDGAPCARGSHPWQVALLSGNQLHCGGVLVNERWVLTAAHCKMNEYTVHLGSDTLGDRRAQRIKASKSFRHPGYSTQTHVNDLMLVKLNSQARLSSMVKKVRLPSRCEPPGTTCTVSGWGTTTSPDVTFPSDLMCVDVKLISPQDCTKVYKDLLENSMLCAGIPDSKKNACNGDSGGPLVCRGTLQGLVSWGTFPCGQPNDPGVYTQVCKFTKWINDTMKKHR
ssDAF-12 act: activators of S. stercoralis DAF-12 nuclear receptor. 370,000 compounds, 1% hits. activation, % at 6.8 µM. HEK293 ssDAF-12/GRIP1 lit1-tk-luc reporter, luminescence; % of 3 µM dafachronic acid response;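 active = activation above the mean over all tested compounds plus 3 SD, cut at about 0.9% in these data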;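 also: 0% = DMSO-only wells and 100% = 3 µM delta7-dafachronic acid wells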
sPLA2-III inh: Inhibits HGIII-sPLA2 liposome hydrolysis, primary screen | QFRET BODIPY PC-A2 liposome hydrolysis, fluorescence | inhibition, % at 12.2 µM | 370,000 compounds, 0.56% hits;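 active = inhibition above mean plus 3 SD of compounds lying within the high and low control bounds, cut at about 19% in these data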;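 also: 0% = median of test compound wells and 100% = no enzyme DMSO wells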
Target sequence (Q9NZ20 whole entry, looked up): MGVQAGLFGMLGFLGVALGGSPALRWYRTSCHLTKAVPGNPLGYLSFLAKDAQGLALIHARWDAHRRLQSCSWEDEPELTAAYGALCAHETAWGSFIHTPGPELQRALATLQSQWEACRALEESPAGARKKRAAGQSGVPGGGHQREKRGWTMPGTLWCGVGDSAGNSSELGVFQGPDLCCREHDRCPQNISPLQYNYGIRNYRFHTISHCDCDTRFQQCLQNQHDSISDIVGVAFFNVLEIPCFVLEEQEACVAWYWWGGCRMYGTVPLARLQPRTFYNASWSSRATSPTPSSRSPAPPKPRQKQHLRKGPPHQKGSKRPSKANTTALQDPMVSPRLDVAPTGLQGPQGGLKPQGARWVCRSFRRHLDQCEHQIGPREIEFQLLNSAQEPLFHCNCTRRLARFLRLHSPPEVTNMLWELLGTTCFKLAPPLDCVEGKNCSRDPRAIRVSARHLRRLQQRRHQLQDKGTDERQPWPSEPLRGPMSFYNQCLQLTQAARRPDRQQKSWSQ
SMARCA2 act: activators of SMARCA2 function; MG213 cells, MMTV-luciferase reporter, dexamethasone, overnight; activation, % at 9.1 µM; 370,000 compounds, 1% hits; AID 652017; in the data active = activation above about 7.8%;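 also: 0% = vehicle wells and 100% = reference activator wells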
* hit, by the source's call; nt = no result given. Compounds as they come; about 6.7% have a hit in one of these screens.

Start of the data: the first 2 records as a preview:
SMILES	DAX1 inh-1	NPR1 activator	hgDAF-12 ag	hcDAF12 agonist	DAX1 inh-2	NPR2 activator	GAA850 FXN act	proKLK7 act	ssDAF-12 act	sPLA2-III inh	SMARCA2 act
C[C@H](CO)N1C[C@H](C)[C@@H](CN(C)S(=O)(=O)c2ccc(F)cc2)Oc2ccc(NC(=O)CCN3CCOCC3)cc2C1=O	0.4	0.1	0.7	0.5	1.1	7.9	-1.9	-0.5	-1.0	0.4	-2.1
O=C(CSc1nc(-c2ccco2)cc(C(F)(F)F)n1)N1CCc2ccccc2C1	0.9	5.6	0.5	0.5	-0.3	-7.5	1.3	0.2	-1.2	-6.1	-0.2

All compounds of this part, from the start:
SMILES	DAX1 inh-1	NPR1 activator	hgDAF-12 ag	hcDAF12 agonist	DAX1 inh-2	NPR2 activator	GAA850 FXN act	proKLK7 act	ssDAF-12 act	sPLA2-III inh	SMARCA2 act
C[C@H](CO)N1C[C@H](C)[C@@H](CN(C)S(=O)(=O)c2ccc(F)cc2)Oc2ccc(NC(=O)CCN3CCOCC3)cc2C1=O	0.4	0.1	0.7	0.5	1.1	7.9	-1.9	-0.5	-1.0	0.4	-2.1
O=C(CSc1nc(-c2ccco2)cc(C(F)(F)F)n1)N1CCc2ccccc2C1	0.9	5.6	0.5	0.5	-0.3	-7.5	1.3	0.2	-1.2	-6.1	-0.2
O=C(COC(=O)CNS(=O)(=O)/C=C/c1ccccc1)NC1CCS(=O)(=O)C1 (stereo not given)	-0.3	2.5	-0.7	-1.0	0.0	0.9	-1.4	-0.6	-0.5	-1.2	-1.5
Cc1ccc(OCC(=O)N2CCc3ccccc32)c([N+](=O)[O-])n1	1.9	-2.1	10.7*	0.1	0.5	2.2	1.7	-0.3	-1.5	-3.0	-1.1
COc1ccc(NC(=O)NC2(C(=O)N3CCN(C)CC3)CCCCC2)cc1	-0.1	3.5	0.3	-0.1	0.2	-4.2	2.7	-0.2	-0.9	1.4	-0.7
Cc1ccc(C)c(OCCC(=O)OCC(=O)NCc2ccc(F)cc2)c1	0.8	-2.8	-0.7	2.1	0.0	2.1	0.3	0.4	-1.1	-7.0	-1.9
NC(=O)C(Cc1ccccc1)NC(=O)C12CC3CC(CC(C3)C1)C2 (stereo not given)	0.4	4.2	1.3	-0.9	-0.9	0.4	0.3	-0.8	-0.8	5.5	-2.3
O=C(CN1C(=O)NC2(CCc3ccccc32)C1=O)Nc1ccc(N2CCOCC2)cc1 (stereo not given)	0.5	0.3	0.2	1.9	-0.4	2.0	1.2	-0.1	-0.9	-3.8	-3.5
Cc1ccccc1-c1cc(C(=O)Nc2sc(C(=O)OC(C)C)c(C)c2C#N)c2ccccc2n1	-0.6	6.7	-3.9	0.6	-1.2	15.4	-2.7	0.3	-1.7	-6.2	-1.7
CCOc1ccc(NC(=O)NC2CC(=O)N(c3ccc(OC)cc3)C2)cc1 (stereo not given)	-0.4	3.1	-1.2	-1.1	1.1	2.7	2.6	-0.4	-1.3	-3.0	-2.2
CCOC(=O)c1c(-c2ccc(C)cc2)csc1NC(=O)CCN1CCOCC1	-0.2	6.4	-3.5	-4.1	-1.8	3.3	3.2	0.1	-1.6	-4.3	-2.6
C=CCN1[C@H](Cc2ccccc2)COc2cccc(N3CCCC3)c2S1(=O)=O	-1.5	7.9	0.2	-0.7	nt	-2.3	nt	0.3	-1.4	5.7	0.0
CCS(=O)(=O)c1ncc(Cl)c(C(=O)Nc2ccccc2OC)n1	0.4	36.4	0.1	0.9	2.8	-2.3	6.1	0.0	-0.5	-3.0	3.0
O=C(CN(Cc1ccccc1)C1=NCCS1)c1ccccc1	0.5	-2.3	0.0	-1.8	2.0	-1.6	-0.9	-0.2	-1.3	-16.2	2.3
NC(=O)[C@@H]1CCCN1C(=O)c1cc(COc2ccc3c(c2)CCCC3)on1	4.5*	1.3	6.7	1.0	0.5	-2.8	3.6	0.3	-0.1	4.1	0.6
N#CCCN(Cc1ccccc1)C(C(=O)NC1CCCCC1)c1ccnc2ccccc12 (stereo not given)	1.5	-3.8	-2.6	-2.3	nt	-12.4	nt	0.6	-1.0	-3.9	-2.4
O=[N+]([O-])c1cccc(/C=C/c2nc(C=Nc3ccc4ccccc4c3)c(O)o2)c1	0.4	0.6	1.4	1.8	3.2	5.4	0.7	1.0	-0.8	3.9	-0.8
NS(=O)(=O)c1ccc(CCNC(=O)CN2CCN(S(=O)(=O)c3ccccc3F)CC2)cc1	-0.2	3.4	1.7	-1.0	nt	1.7	-2.5	-0.5	-1.4	1.4	3.0
Cc1ccc(NC2Sc3ccccc3NC2=O)cc1 (stereo not given)	3.5	4.9	14.6*	5.0	1.3	3.3	5.3	-0.1	1.0*	1.6	4.2
CCn1c(SCC(=O)N2CCCCC2C)nnc1-c1ccco1 (stereo not given)	-0.1	4.5	-2.3	-1.8	1.3	4.2	0.6	0.1	-0.3	3.7	-2.3
O=C(COc1ccccc1Cl)Nc1ccccc1C(=O)NC1CC1	-0.1	-1.5	0.7	0.7	-0.7	-0.6	-2.6	-1.0	-0.6	3.3	-1.3
COc1ccc(C)cc1S(=O)(=O)N1CCC2(CC1)OCCN2S(=O)(=O)c1ccccc1	-1.8	0.7	-0.6	-1.4	1.0	1.2	0.8	0.1	-0.4	11.1	0.8
COc1ccc(OC)c(C(C[N+](=O)[O-])c2c(C)cc3ccccn23)c1 (stereo not given)	-0.2	-10.8	1.8	-0.2	-1.1	-4.0	-3.0	1.1	-1.2	-13.7	-2.3
CN1[C@@H](Cc2ccccc2)COc2cc(N3CCSCC3)ccc2S1(=O)=O	-1.1	4.5	-3.0	-1.5	nt	4.1	nt	-0.2	0.1	-0.1	-5.6
C/C(CCc1ccc2c(c1)OCO2)=N\NC(=O)c1ccccc1Br	0.3	1.9	4.9	3.2	0.4	5.2	1.2	0.0	-0.8	0.9	1.6
Cc1ccc(S(=O)(=O)C(C#N)=C2N(C)c3ccccc3N2C)cc1	-1.2	-5.2	-0.8	-0.3	0.0	2.1	-1.2	-0.5	-0.9	-0.1	-2.5
Nc1ccc(C(=O)C(=O)c2ccc(N)cc2)cc1	0.7	0.3	-0.9	-0.9	-0.5	0.6	1.1	0.3	-1.1	3.7	1.6
Nn1c(SCC(=O)Nc2ccc(F)cc2)nnc1-c1cccnc1	0.1	3.0	-0.7	-1.1	0.5	-1.0	0.8	0.2	-1.4	-5.5	-0.8
O=C(Nc1ccc(C(F)(F)F)cc1)N1CCN(C(=O)c2ccco2)CC1	1.0	-7.6	-2.1	0.0	0.0	-0.9	2.1	-0.2	-1.3	-0.4	-0.4
O=S(=O)(NCCc1ccccc1)c1cccc(S(=O)(=O)N2CCOCC2)c1	-0.9	-5.8	-1.6	-0.6	-0.1	4.6	1.1	-0.2	-1.3	-10.4	0.3
Cc1ccc(S(=O)(=O)N2[C@@H](Cc3ccccc3)CO[C@H]2CC(=O)OCc2ccccc2)cc1	-1.4	-1.2	0.3	-2.2	nt	-3.1	nt	0.5	-0.9	-18.7	-3.5
CCN(CC(=O)NCc1ccc(F)cc1)C(=O)CCNS(=O)(=O)c1cccc(C)c1	-1.6	-2.6	0.0	0.2	-0.5	1.5	0.7	0.2	-1.4	-7.0	-2.1
Cc1ccc(CN2C(=O)CCC2C(=O)N2CCN(c3ccccc3)CC2)cc1 (stereo not given)	-0.3	-3.3	0.9	0.5	-0.9	1.7	-1.1	0.2	-2.2	1.4	1.0
O=S(=O)(/C=C/c1ccccc1)N1CCN(c2nc(-c3ccccc3)nc3ccccc23)CC1	0.4	-1.7	0.6	-1.8	-2.1	4.5	1.9	0.9	-1.1	7.1	-0.8
COc1cccc(-c2cc(C(=O)NCCCN3CCOCC3)no2)c1	-0.2	-0.5	0.5	-2.0	-1.3	3.6	0.8	-0.5	-0.9	-2.7	0.5
C=CCn1c(COc2ccc(Cl)cc2)nnc1SCC(=O)c1ccc(-c2ccccc2)cc1	-1.6	-4.4	-1.0	-1.9	nt	0.1	nt	-1.1	-1.7	-12.8	-6.8
COc1ccc(/C(O)=C2\C(=O)C(=O)N(c3cc(C)on3)C2c2ccc(OC)c(OC)c2)cc1OC (stereo not given)	0.0	2.8	-0.5	-1.1	0.1	1.9	-0.8	0.2	-1.1	-0.5	-2.9
COc1ccc(/C=N/NC(=O)CC(=O)NCc2cccnc2)cc1[N+](=O)[O-]	0.5	2.5	-2.4	0.0	0.4	-8.2	-0.5	0.1	-0.9	-2.8	0.8
COc1ccc(N2CCN(C(=O)C(=O)c3cn(CC(=O)N4CCCC4)c4ccccc34)CC2)cc1	-0.1	-2.7	3.0	-0.1	0.4	1.9	-0.6	0.5	-0.7	2.4	-2.2
O=C(Nc1nccs1)c1cc(-c2ccco2)nc2ccccc12	-1.1	-13.2	-0.3	2.3	-0.9	1.0	3.6	15.5*	-0.2	-0.5	-0.3
COc1ccc(OC)c(NC(=O)c2cc3c(cc2Cl)N2CCCCCC2=NS3(=O)=O)c1	-0.3	1.0	-2.8	0.3	-0.7	0.9	-1.3	2.0	-1.1	-0.4	4.8
Cn1c(Cc2c[nH]c3ccccc23)n[nH]c1=S	0.7	-3.1	1.2	4.1	0.8	-10.4	3.3	-0.5	1.0*	7.1	1.2
COc1ccc(C(C)(C)C)cc1NC(=O)COC(=O)c1cc(SC)ccc1Cl	0.3	-7.7	-3.4	0.1	-0.2	-8.3	2.5	0.5	-0.9	8.3	-5.4
CCC(C)NC(=O)COC(=O)c1oc2ccccc2c1CSc1ccc(Cl)cc1 (stereo not given)	-0.4	-3.6	-0.5	2.8	0.4	-4.3	2.9	0.6	-0.6	3.2	-1.1
O=c1cc(Cl)c2ccccc2n1-c1ccccc1	-0.6	-5.2	1.6	-0.4	0.9	7.6	1.5	0.1	-1.0	1.0	1.4
CC1CCN(C(=O)CSc2nc(=O)n3cc(Cl)ccc3n2)CC1	0.4	1.1	-1.5	0.2	1.8	-2.5	3.5	0.4	-1.0	0.9	-0.1
CCCCCC1CC1C(=O)N/N=C/c1ccc(N(C)C)cc1 (stereo not given)	-0.8	-1.0	-0.3	-0.4	-0.9	4.1	0.7	-2.0	-0.8	7.6	-3.5
N#Cc1ccc(S(=O)(=O)N2CCN(CC(=O)Nc3ccccc3C(=O)NC3CC3)CC2)cc1	-1.3	0.6	-3.0	0.3	-0.6	-1.0	0.3	-0.2	-0.9	6.0	2.8
Cn1/c(=N/N=C/c2ccc(N3CCOCC3)cc2)sc2ccccc21	0.5	2.4	3.6	3.4	0.4	-2.9	3.5	-1.0	-0.5	5.1	-2.2
O=C(NC(=S)NC1CCS(=O)(=O)C1)c1ccccc1Br (stereo not given)	1.3	2.6	1.4	-0.9	0.9	3.6	-1.7	0.1	-0.7	-1.6	1.6
CC(=O)Nc1ccc(CN2CCCC(C(=O)c3ccc(C(F)(F)F)cc3)C2)cc1 (stereo not given)	-0.7	-1.2	-0.3	-1.2	-0.6	-3.3	-0.1	0.2	-2.2	-11.0	-5.3
C[C@H](CO)N1C[C@H](C)[C@@H](CN(C)Cc2ccccc2)Oc2c(NC(=O)C3CCCCC3)cccc2C1=O	-0.8	-10.0	0.3	-2.6	-0.9	-12.5	-4.1	0.3	-1.5	-19.8	-1.9
